Source: PubChem (Sanford-Burnham Center for Chemical Genomics)
Apaf-1 inh: blocks human Apaf-1 apoptosome activity; O14727; reconstituted apoptosome caspase-3 activity, DEVD-Rh110 fluorescence; 0.71% of 330,000 active; inhibition, % at 20 µM; active means inhibition of at least 40% at 20 µM;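 further: plate controls were DMSO wells for no effect and DEVD-CHO caspase inhibitor wells for full effect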
Target sequence (O14727 whole entry, looked up): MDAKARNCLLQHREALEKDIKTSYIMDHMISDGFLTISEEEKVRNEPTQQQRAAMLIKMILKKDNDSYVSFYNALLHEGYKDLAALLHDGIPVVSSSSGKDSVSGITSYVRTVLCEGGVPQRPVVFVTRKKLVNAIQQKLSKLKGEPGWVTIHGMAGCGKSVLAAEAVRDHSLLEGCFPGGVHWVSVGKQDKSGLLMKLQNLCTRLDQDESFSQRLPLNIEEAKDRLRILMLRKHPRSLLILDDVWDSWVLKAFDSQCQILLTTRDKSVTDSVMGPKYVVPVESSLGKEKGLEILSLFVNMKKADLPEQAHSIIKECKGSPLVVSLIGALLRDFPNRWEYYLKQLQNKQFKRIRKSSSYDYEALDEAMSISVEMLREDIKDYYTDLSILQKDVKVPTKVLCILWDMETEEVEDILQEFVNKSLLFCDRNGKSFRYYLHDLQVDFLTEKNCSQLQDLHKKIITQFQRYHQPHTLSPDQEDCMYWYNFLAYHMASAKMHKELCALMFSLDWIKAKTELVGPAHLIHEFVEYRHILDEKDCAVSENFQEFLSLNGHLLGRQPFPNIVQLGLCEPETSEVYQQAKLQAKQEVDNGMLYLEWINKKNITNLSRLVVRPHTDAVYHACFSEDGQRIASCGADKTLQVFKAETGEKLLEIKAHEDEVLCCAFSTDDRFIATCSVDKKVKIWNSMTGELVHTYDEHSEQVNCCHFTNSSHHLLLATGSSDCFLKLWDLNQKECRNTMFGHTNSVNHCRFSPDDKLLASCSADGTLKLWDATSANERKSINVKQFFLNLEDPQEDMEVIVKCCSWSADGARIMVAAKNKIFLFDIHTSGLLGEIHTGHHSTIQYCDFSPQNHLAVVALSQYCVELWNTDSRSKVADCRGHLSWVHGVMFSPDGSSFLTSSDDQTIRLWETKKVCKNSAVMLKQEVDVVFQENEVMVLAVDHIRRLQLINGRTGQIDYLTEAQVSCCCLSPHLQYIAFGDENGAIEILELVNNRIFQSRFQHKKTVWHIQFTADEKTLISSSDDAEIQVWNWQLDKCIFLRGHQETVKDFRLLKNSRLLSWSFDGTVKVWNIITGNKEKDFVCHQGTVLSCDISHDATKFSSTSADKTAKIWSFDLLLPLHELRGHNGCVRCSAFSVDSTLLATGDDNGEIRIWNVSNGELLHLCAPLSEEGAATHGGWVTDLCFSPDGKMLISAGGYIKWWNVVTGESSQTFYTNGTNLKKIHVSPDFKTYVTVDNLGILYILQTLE
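Material: cell-free apoptosome with Apaf-1, procaspase-3 and caspase-9; Buffer or medium: Hepes pH 7.5 with detergent and BSA; Reagent: cytochrome c trigger plus (Z-DEVD)2-Rh110 caspase-3 substrate; Times: compound with Apaf-1, dATP, procaspase-3 30 min, then 50 min reaction, room temperature; Technique: Rh110 fluorescence intensity.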
mIAP activ: increases mouse intestinal alkaline phosphatase activity; AID 2805; 0.24% of 330,000 active; muIAP, CDP-Star luminescence, 30 min; hits give high values; 1 = vehicle-only enzyme signal, 0 = enzyme-free wells; activation factor at 10 µM;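 active means activation factor of at least 2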; further: the source names both 10 and 20 µM as test concentration; values of inactives mirror those of a sister screen read the other way
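System: Mouse IAP enzyme | Also added: CDP-Star substrate | Dosing: Compounds dispensed in DMSO | Schedule: 30 min enzyme-substrate-compound incubation at room temperature | Technique: Chemiluminescence readout | Control set: DMSO-only wells and no-enzyme negative control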
TIM10 inh: inhibits growth of TIM10 yeast strain; S. cerevisiae TIM10 strain growth, BacTiter-Glo luminescence, 24 h; inhibition, % at 10 µM; 1.4% of 330,000 active; AID 463195;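 active means inhibition of 40% or more at the single tested concentration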;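 further: wild-type TIM10 isogenic control strain grown at permissive 25 °C; 0% = DMSO yeast wells and 100% = minimal medium wells without yeast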
mIAP inh: mouse IAP inhibition. purified mouse IAP, CDP-Star luminescence, 30 min. inhibition, % at 10 µM. 0.2% of 330,000 active. AID 2806;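 active means inhibition of at least 40% at 10 µM in the primary screen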;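 further: plate controls were DMSO with enzyme for no effect and no enzyme wells for full effect; values of inactives mirror those of a sister screen read the other way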
ATG4B inh: ATG4B (human) cysteine protease inhibition | Q9Y4P1 | ATG4B cleavage of LC3-PLA2, NBD-HPC fluorescence, 1 h | 0.51% of 340,000 active | inhibition, % at 8.33 µM | AID 504462; in the data active means inhibition above about 40%
hIAP inh: human IAP inhibition; P09923; purified IAP, CDP-Star luminescence, 30 min; inhibition, % at 10 µM; 0.12% of 330,000 active;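 active means inhibition reaching a set limit with compound at 10 µM in the primary screen, cut at about 35% in these data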;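 further: plate controls were DMSO wells with enzyme for no effect and no-enzyme buffer wells for full effect; values of inactives mirror those of a sister screen read the other way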
tim10-1 inh: growth inhibitors of tim10-1 mutant yeast. S. cerevisiae tim10-1 ts strain growth, BacTiter-Glo, 24 h. inhibition, % at 20 µM. 2.2% of 330,000 active;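 active means inhibition of at least 40%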;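 further: mutant grown at 25 °C; 0% = DMSO wells with yeast and 100% = wells holding no yeast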
hIAP act: increases human intestinal alkaline phosphatase activity; purified human IAP, CDP-Star luminescence, 30 min; hits give high values; 1 = vehicle-only enzyme, 0 = enzyme-free background; activation factor at 10 µM; 0.16% of 330,000 active; AID 2524;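 active means activation factor of the enzyme at least 2-fold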; further: the source names both 10 and 20 µM as test concentration; values of inactives mirror those of a sister screen read the other way
NALP3 yeast inh: NALP3 inhibition in yeast | inhibition, % at 10 µM | 0.39% of 330,000 active | Yeast reconstituted NLRP3/ASC/caspase-1, beta-gal luminescence, 24 h | AID 2825;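 active means inhibition of 50% or more; inactive means inhibition below 50%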;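 further: plate controls were induced DMSO wells for no effect and uninduced yeast grown without galactose for full effect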
Numbers without * were called inactive.

SMILES	Apaf-1 inh	mIAP activ	TIM10 inh	mIAP inh	ATG4B inh	hIAP inh	tim10-1 inh	hIAP act	NALP3 yeast inh
O=C(O)C1=C[C@@H](c2coc3ccccc3c2=O)C[C@@H](OCCCCO)O1	-3	0.98	-18	2	5	0	-19	1	4
Cc1cc2c(cc1C)[n+](C)cn2CC(O)COCc1ccccc1 (centres undefined)	-5	1	-18	-2	1	15	5	0.85	0
CCc1nc2ccccc2c(C(=O)Nc2cccc(C)c2)c1C	17	0.98	-2	2	-4	-12	16	1.1	8
Cc1c(Cl)cccc1-c1ccc(C(=O)N2CCN(c3ccc([N+](=O)[O-])cc3)CC2)o1	15	0.93	27	7	0	3	32	0.97	18
CN(C)C(/C=C/Nc1ccc([N+](=O)[O-])cc1)=C(C#N)C#N	-7	0.89	0	11	-5	21	10	0.79	8
CCC(=O)c1ccc(OCC(=O)OCC(=O)Nc2c(C)n(C)n(-c3ccccc3)c2=O)cc1	1	1.1	-2	-6	10	3	3	0.97	13
CCOc1cc(/C=N/Nc2nc(=O)[nH]nc2C)ccc1O	-1	0.91	5	9	-2	-37	13	1.4	-21
CC(OC(=O)c1ccc(NC(=O)CC#N)cc1)C(=O)NC(c1ccccc1)c1ccccc1 (centres undefined)	-4	1	19	-4	2	13	11	0.87	-6
CCOC(=O)C1CCCCN1Cc1cc(Cl)ccc1O (centres undefined)	-8	0.94	15	6	-2	-6	12	1.1	8
Cc1ccc(-c2nc(-c3ccccn3)no2)cc1	3	1.1	17	-6	-1	-36	43*	1.4	32
COc1ccc(C(=O)Nc2cccc(-c3ccc(N4CCOCC4)nn3)c2)cc1OC	8	0.93	0	7	-1	12	8	0.88	10
COCCN1CCn2c(nc3cc(Nc4nnc(C)c5ccccc45)ccc32)C1	-1	0.96	-7	4	-11	14	0	0.86	31
O=C(O)COCCN1CCN([C@H](c2ccccc2)c2ccc(Cl)cc2)CC1	-12	1.1	7	-6	2	-17	-7	1.2	10
O=C(COC(=O)c1cnccn1)c1ccccc1	-7	0.98	-3	2	-3	17	7	0.83	-1
COc1ccc(-c2nnc(SCC(=O)N(Cc3ccccc3)C(C)(C)C)o2)cc1OC	19	0.95	21	5	-1	20	7	0.8	21
CCOc1ccc(S(=O)(=O)Nc2ccc(C(=O)NCC(c3ccco3)N(C)C)cc2)cc1 (centres undefined)	7	0.99	-1	0	-7	6	-10	0.94	2
O=C(Nc1ccc(NS(=O)(=O)c2ccccc2)cc1)c1ccccc1Cl	-2	0.98	3	2	-3	12	3	0.88	9
COc1cccc2cc(C(C)N(CCCN3CCOCC3)C(=O)Nc3ccc(Cl)cc3)oc12 (centres undefined)	7	1.2	6	-16	-12	-5	17	1	-4
COc1ccccc1CC(=O)NCCN1CCCCC1	-8	1.1	-4	-5	-4	9	-6	0.91	19
Nc1nnc(Sc2ccc(Cl)cc2[N+](=O)[O-])s1	4	1	3	-3	-6	-75	15	1.7	21
CSCCC(NC(=O)c1cncc(Br)c1)C(=O)O (centres undefined)	-14	1	4	0	-4	-18	-14	1.2	15
Cc1cc(=O)[nH]c2c1cnn2C(C)c1ccccc1 (centres undefined)	1	1	-30	0	-10	12	5	0.88	17
Cc1c(C)n(Cc2ccccc2)c2ncnc(NCCO)c12	-2	1	14	-3	0	-10	-6	1.1	-4
O=C(C1CCC(=O)N1C1CCCCC1)N1CCN(c2ccc(F)cc2)CC1 (centres undefined)	-3	1	-10	-1	8	1	-27	0.99	3

The list goes on, starting with the last 2 of the part before.
SMILES	Apaf-1 inh	mIAP activ	TIM10 inh	mIAP inh	ATG4B inh	hIAP inh	tim10-1 inh	hIAP act	NALP3 yeast inh
Cc1c(C)n(Cc2ccccc2)c2ncnc(NCCO)c12	-2	1	14	-3	0	-10	-6	1.1	-4
O=C(C1CCC(=O)N1C1CCCCC1)N1CCN(c2ccc(F)cc2)CC1 (centres undefined)	-3	1	-10	-1	8	1	-27	0.99	3
CCN(CC(=O)Nc1ccc(NC(C)=O)cc1)C(=O)C(c1ccccc1)c1ccccc1	6	1	7	0	-3	-1	22	1	0
O=C(NCCc1ccccc1)c1ccc2c(c1)S(=O)(=O)N=C1CCCCCN12	11	1.2	4	-19	-2	3	-2	0.97	-2
COc1c(Cl)cccc1-c1cn2ccc(C)cc2n1	-5	1.1	22	-14	-2	0	-16	1	46
CC1CCCC(C)N1C(=O)COC(=O)c1ccccc1O (centres undefined)	11	1.1	4	-11	4	-19	4	1.2	4
CCCOc1ccc(C(=O)NCc2ccco2)cc1	-13	1.1	-16	-6	-1	-10	4	1.1	24
COc1ccc(CCNC(=O)C/C(C)=N/NC(=O)C(c2ccccc2)c2ccccc2)cc1OC	-11	1	12	-2	-8	0	13	1	-4
O=C(NNc1c(Cl)cccc1Cl)C1CCC1	-3	0.97	-2	3	-3	14	-12	0.86	-17
CC(C)Cn1c(=O)c2ccccc2n2c(CCC(=O)NC3CCN(Cc4ccccc4)CC3)nnc12	14	0.95	7	5	7	15	19	0.85	8
Cn1c(-c2ccccc2[N+](=O)[O-])[n+](C)c2ccccc21	-1	0.98	12	2	1	-45	1	1.5	9
CNC(=S)N1N=C(c2ccc(Br)cc2)CC1c1ccc(Br)cc1 (centres undefined)	8	0.96	2	4	-5	-7	32	1.1	1
CCCC(=O)NC(=S)Nc1cccc(NC(=O)c2ccccc2)c1	8	0.95	19	5	-8	-7	5	1.1	18
CS(=O)(=O)Nc1ccc(C2=NN(C(=O)C3CCCCC3)C(c3cccs3)C2)cc1 (centres undefined)	5	0.94	20	6	77*	8	33	0.92	5
CN(C)S(=O)(=O)c1cccc(NC(=S)NCc2ccc3c(c2)OCO3)c1	4	2.5*	1	-150	-8	-32	2	1.3	8
COC(=O)c1[nH]c2ccc(F)cc2c1NS(=O)(=O)c1ccc(F)c(C)c1	13	0.97	2	3	-2	-4	13	1	3
CC(CCc1ccccc1)NC(=O)c1ccc(Br)cc1 (centres undefined)	2	1.1	-39	-10	-5	4	-12	0.96	35
CC(Cc1c[nH]c2ccccc12)C(=O)N1CCN(c2ccccc2F)CC1 (centres undefined)	10	1.1	3	-7	-2	10	97*	0.9	9
Cc1ccc(C(=O)NC2CCN(S(=O)(=O)c3ccc(F)cc3)CC2)cc1	-22	1	2	-1	-2	16	-2	0.84	8
CCOc1ccc(N(CC(=O)N/N=C/c2cccnc2)S(C)(=O)=O)cc1	1	0.99	2	1	14	-3	-12	1	14
O=C(c1ccc(=O)[nH]c1)N1CCN(S(=O)(=O)c2ccccc2)CC1	-9	1	-2	-2	2	-34	3	1.3	2
COc1cc(S(=O)(=O)NCC(c2ccco2)N2CCCCC2)ccc1NC(C)=O (centres undefined)	-9	1	3	0	4	5	-3	0.95	-1
Cc1cc(C)c(S(=O)(=O)NCc2ccc3c(c2)OCO3)cc1C	11	1.1	-4	-8	-3	-11	19	1.1	20
COc1ccccc1NS(=O)(=O)c1cc(NC(=O)CCNC(C)=O)ccc1N1CCCCC1	4	0.98	7	2	-19	3	3	0.97	6
O=C1NC(=O)C2C1C(c1cccs1)NN2Cc1ccccc1 (centres undefined)	8	0.96	-12	4	-2	-6	22	1.1	5
CC1(C)CN(c2cccc(Br)c2)C1=O	-15	1	2	0	4	2	0	0.97	3
Cc1cccc2cc(C#N)c(SCC(=O)NCc3cccs3)nc12	-1	0.9	-14	10	11	-18	-9	1.2	6
COc1cccc(N2C(=O)C3C(C2=O)C2C=CC3C23CC3)c1 (centres undefined)	-12	0.94	-5	6	-6	25	-13	0.75	11
O=C1c2ccccc2C(=O)N1CSc1nnnn1-c1ccccc1	-4	1.1	-5	-9	8	-4	29	1	1
CS(=O)(=O)N(CC(=O)N1CCOCC1)c1cccc(F)c1	2	1.1	-2	-8	-3	-1	-3	1	12
COc1ccc(Cl)cc1NC(=O)CSc1nnc(COc2ccccc2)n1C	15	0.97	16	3	5	12	46*	0.88	11
Cc1cccc2sc(NC(=O)CNS(=O)(=O)c3ccc(Br)s3)nc12	12	0.68	-1	32	-5	11	15	0.89	-17
c1csc(CNc2nc3ccccc3n2CCN2CCOCC2)c1	0	0.92	-3	8	-6	-6	1	1.1	11
CCOC(=O)CC(=O)CSc1nc(CC)c(C)cc1C#N	-9	1	-15	-2	-5	-6	3	1.1	-2
CC(C)CNC(=O)c1nc(-c2ccccc2)n(-c2ccccc2)n1	7	1	18	-1	-6	3	27	0.97	-2
CN(Cc1cccc2ccccc12)C(=O)c1cc(COc2c(F)cccc2F)on1	0	0.98	-9	2	31	-6	6	1.1	8
COc1cc(/C=C2\SC(=S)N(CC(=O)NC3=NCCS3)C2=O)cc(OC)c1OC	-5	0.79	-19	21	-14	4	9	0.96	0
Cn1c(SCC(=O)c2ccc3c(c2)OCO3)nnc1-c1ccccn1	-5	1	-1	-1	-11	-9	-8	1.1	18
O=C1c2cccc3cccc(c23)C(=O)N1CCCN1CCN(c2ccc(F)cc2)CC1	16	0.86	26	14	-12	6	4	0.94	18
COc1ccc(Nc2oc(-c3cccs3)nc2C#N)cc1	13	1.1	7	-8	-6	-31	15	1.3	39
O=C(CSc1nc(-c2ccc(F)cc2)cc(C(F)(F)F)n1)NCCN1CCOCC1	-3	0.97	-6	3	-10	-5	17	1	-1
COC(=O)c1ccc(NC(=O)CN2C(=O)CSC2=O)cc1	8	0.98	-8	2	-7	-16	12	1.2	14
Cc1cccc(NC(=O)Cn2c(=O)n(Cc3ccco3)c(=N)c3c4c(sc32)COC(C)(C)C4)c1	6	1.3	7	-27	15	-3	7	1	18
Cc1cc2cc3c(cc2nc1SCc1ccccn1)OCCO3	15	0.92	12	8	2	7	22	0.93	9
CC(=O)c1ccc(OCc2cc(C(=O)NC(C)CCn3cccn3)no2)cc1 (centres undefined)	-5	0.95	5	5	23	4	-8	0.96	4
O=C(Nc1ccc2c(c1)OCO2)C(=O)c1c[nH]c2ccccc12	-15	0.96	-8	4	-4	33	-2	0.67	27
O=C(CSc1nnc2c(Cl)cc(Cl)cn12)NC1CCS(=O)(=O)C1 (centres undefined)	3	1.1	-10	-6	-3	-23	-6	1.2	7
CCCC(=O)Nc1ccc2c(c1)nc(CN1CCN(C(=O)OCC)CC1)n2CC	4	0.96	7	4	4	16	5	0.84	-1
Cc1ccc(-c2nnc(N3CCOCC3)c3ccccc23)cc1S(=O)(=O)N(C)C	11	0.99	4	1	2	-14	9	1.1	14
O=C(Nc1ccc(S(=O)(=O)NC2=NCCCCC2)cc1)C1COc2ccccc2O1 (centres undefined)	-9	0.98	17	2	-7	7	20	0.93	-4
O=C(Nc1ccc(Cc2ccncc2)cc1)C1CCC(N2C(=O)C3CCCCC3C2=O)CC1 (centres undefined)	7	0.98	15	2	-6	-12	18	1.1	11
O=c1c(-c2ccccc2Cl)c[nH]n1-c1ccccc1	-1	0.98	-14	2	1	8	-108	0.92	-4

Some of these compounds in order of formula weight, smallest number first:
SMILES	Apaf-1 inh	mIAP activ	TIM10 inh	mIAP inh	ATG4B inh	hIAP inh	tim10-1 inh	hIAP act	NALP3 yeast inh
O=c1c(-c2ccccc2Cl)c[nH]n1-c1ccccc1	-1	0.98	-14	2	1	8	-108	0.92	-4
COC(=O)c1ccc(NC(=O)CN2C(=O)CSC2=O)cc1	8	0.98	-8	2	-7	-16	12	1.2	14
O=C(CSc1nnc2c(Cl)cc(Cl)cn12)NC1CCS(=O)(=O)C1 (centres undefined)	3	1.1	-10	-6	-3	-23	-6	1.2	7
